# SIRT5 block: SIRT5 desuccinylase inhibitors, primary screen, biochemical, fluorescence imaging, single point, set 5 | NAD-dependent protein deacylase sirtuin-5, mitochondrial (Homo sapiens), Q9NXA8 | Purified SirT5, succinyl-peptide AMC, trypsin-coupled fluorescence | inhibition, % at 15 µM | 1.1% of 330,000 active; in the data active = inhibition above about 15%; inconclusive = no clear call, values can overlap the other calls
# CASP6 VEID inh: human caspase-6 inhibitors, primary screen, biochemical, VEID-R110 fluorescence, single point, set 2. purified caspase-6, Z-VEID-R110 cleavage fluorescence. inhibition, % at 12.5 µM. 0.53% of 350,000 active. AID 686996, 2013;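 active = mean inhibition across replicates at least about 35%, with every replicate also reaching that limit, limit read from the data; inconclusive = only one of the two criteria met; inactive = neither criterion met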;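 also: 0% = median of neutral control wells and 100% = no fluorescence left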
# miR-122 sensor: miR-122 Renilla sensor signal increase in Huh7, primary screen, miR-122 inhibitor project, cell-based, single point, plate reader; Huh7 miR-122 Renilla luciferase sensor, 48 h; neutral wells = 0, positive control = 100; 0.3% of 340,000 active; AID 602342, 2012; activation (reporter increase), % at 12.5 µM;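 active = mean replicate activation score at least 90 and every replicate individually at or above 90; inconclusive = only one of the two criteria met; inactive = neither criterion met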;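 also: higher luciferase means less miR-122 activity so hits act as miR-122 inhibitors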
# F508del corr: F508del CFTR correction, initial screen, CFBE line, single point | CFBE cells, YFP halide quenching; stimulated with forskolin plus potentiator P3; % fluorescence drop versus neutral controls | activity (quench increase), % at 7.58 µM | 0.36% of 350,000 active | AID 720511, 2013;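 active = mean added fluorescence quench of at least 8% versus neutral control, with both replicates also reaching 8%; inconclusive = only one of the mean or replicate conditions met; inactive = mean below 8% and not both replicates reaching 8%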;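 also: cells transiently co-express mutant CFTR-F508del with the halide-sensitive YFP; corrector assay measuring rescue of mutant channel to the surface after 24 h compound exposure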
# DENV2 CPE: inhibitors of DENV2 cytopathic effect, primary screen, cell-based, plate reader, single concentration; CPE inhibition, % at 9.99 µM; DENV2-infected cells, cytopathic effect rescue; 1.7% of 350,000 active; in the data active = CPE inhibition above about 20%, passing the limit was not always enough; inconclusive = no clear call, values can overlap the other calls; tested in BHK-21 cells;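 also: 0% = median of neutral control wells and 100% = median of positive control wells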
# ERp5 inh: inhibitors of ERp5-driven insulin aggregation, primary screen, biochemical, turbidity, absorbance 650 nm, single point; 90 min; inhibition, % at 9.99 µM; 0.05% of 350,000 active; AID 651711, 2012;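 active = mean replicate inhibition above about 25%, with every replicate also reaching it, limit read from the data, passing the limit was not always enough; inconclusive = only one of those two criteria met; inactive = neither criterion met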
# ERAP1 HTS inh: human ERAP1 aminopeptidase inhibitors, primary screen, biochemical, single point, plate reader | Endoplasmic reticulum aminopeptidase 1 (Homo sapiens), Q9NZ08 | recombinant ERAP1, Leu-AMC fluorescence, 60 min | inhibition, % at 10.7 µM | 0.15% of 340,000 active;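 active = mean replicate inhibition of at least 30%, or all replicates individually reaching that 30% level; inactive = mean below 30% and not every replicate reaching it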;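 also: 0% = neutral control wells and 100% = L-leucinethiol positive control wells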
# Target sequence (Q9NZ08 whole entry, looked up): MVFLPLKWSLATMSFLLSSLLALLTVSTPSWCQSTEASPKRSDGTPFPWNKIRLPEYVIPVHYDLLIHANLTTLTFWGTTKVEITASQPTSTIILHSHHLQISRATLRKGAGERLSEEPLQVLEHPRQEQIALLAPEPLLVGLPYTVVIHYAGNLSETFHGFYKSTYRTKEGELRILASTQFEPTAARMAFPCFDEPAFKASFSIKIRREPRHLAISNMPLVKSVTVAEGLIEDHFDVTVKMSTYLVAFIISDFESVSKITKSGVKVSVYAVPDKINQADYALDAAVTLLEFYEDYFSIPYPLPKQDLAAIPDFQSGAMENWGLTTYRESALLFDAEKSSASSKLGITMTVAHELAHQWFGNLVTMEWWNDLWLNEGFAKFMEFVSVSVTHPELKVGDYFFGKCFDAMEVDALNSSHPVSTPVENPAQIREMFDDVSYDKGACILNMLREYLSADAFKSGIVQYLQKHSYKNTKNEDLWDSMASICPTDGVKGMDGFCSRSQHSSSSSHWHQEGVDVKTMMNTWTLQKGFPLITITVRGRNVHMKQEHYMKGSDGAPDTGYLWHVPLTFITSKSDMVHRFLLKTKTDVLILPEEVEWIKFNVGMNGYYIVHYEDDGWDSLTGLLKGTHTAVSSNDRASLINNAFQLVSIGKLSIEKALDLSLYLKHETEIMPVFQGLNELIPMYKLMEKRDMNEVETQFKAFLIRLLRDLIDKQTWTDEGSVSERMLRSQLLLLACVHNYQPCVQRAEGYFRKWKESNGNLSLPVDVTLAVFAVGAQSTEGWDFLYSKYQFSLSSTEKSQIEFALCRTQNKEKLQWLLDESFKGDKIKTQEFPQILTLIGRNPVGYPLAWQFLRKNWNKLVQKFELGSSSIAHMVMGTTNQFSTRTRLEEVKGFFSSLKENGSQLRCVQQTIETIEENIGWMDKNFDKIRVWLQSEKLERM
# Active calls of the source: *; ? = inconclusive; . = not tested or not shown; & = joins results of further samples; [ ] = dose if it differs, or a comment.
SMILES,SIRT5 block,CASP6 VEID inh,miR-122 sensor,F508del corr,DENV2 CPE,ERp5 inh,ERAP1 HTS inh
Cc1noc(C)c1S(=O)(=O)N(C)C[C@@H]1OCCCC[C@@H](C)Oc2ccc(NC(=O)Nc3ccc4c(c3)OCO4)cc2C(=O)N([C@@H](C)CO)C[C@H]1C,.,.,-5[16.7 µM],1.1,-6,.,.
O=C(c1ccc(F)cc1)N1CC[C@@H]2[C@H](CO)Nc3ccc(C#Cc4ccc(F)cc4)cc3[C@@H]21,1,-1,-9[16.7 µM],2.8,1,13,2
COc1ccc(N(CC(=O)N2CCN(c3ccc(Cl)cc3)CC2)S(=O)(=O)c2c(C)noc2C)cc1,-2,4,-2,0.1,-1,1,-1
Cc1ccc(S(=O)(=O)N[C@H]2CC[C@@H](CCn3cc(-c4ccccc4F)nn3)O[C@@H]2CO)cc1,-3,-2,.,-5.2,-2,-5,2
Cn1c(NCc2ccc3occc3c2)nc2cc(-c3ccc(F)cc3)sc2c1=O,1,-2,-2,1.9,20,4,3
C/C(=N\NC(=S)NCc1ccccc1)c1ccc(C(C)(C)C)cc1,-4,1,25,.,6,8,3
CCCCN(Cc1ccccc1)C1CCN(Cc2ccccc2)CC1,-4,-5,-2,1.9,?,2,0
C[C@@H]1CN([C@@H](C)CO)C(=O)c2cc(C3=CCCC3)cnc2O[C@@H]1CN(C)Cc1ccccc1,4,-5,-9[16.7 µM],-4.4,-2,-2,3
O=C1C=CC(=O)N1c1ccc2ccccc2c1,-1,3,1,4.2,6,7,0
O=C(O)c1ccccc1C(=O)c1cccc2c(F)cccc12,2,4,.,0.0,2,1,-4
O=S1(=O)c2ccccc2OC(COCc2ccccc2)CN1Cc1ccccc1 (stereo not drawn),.,-1,0,-2.1,0,-1,.
O=C(CNCC1(N2CCOCC2)CCCCC1)Nc1ccc(Cl)cc1,0,4,.,-0.6,0,-6,4
CCCN(CC1CC1)S(=O)(=O)c1ccc(S(N)(=O)=O)cc1,.,-3,.,4.3,-3,10,1
CN(C)C(=O)C[C@H]1C=C[C@H](NC(=O)NC2CCCCC2)[C@@H](CO)O1,7,4,-4[16.7 µM],-1.7,-5,-1,-1
C/C=C/c1cnc2c(c1)C(=O)N([C@H](C)CO)C[C@H](C)[C@@H](CN(C)C(=O)NCCC)O2,1,6,80[16.7 µM],-1.5,5,?,2
O=c1[nH][nH]c2c1[C@H](c1ccc(F)cc1)O[C@H](CCc1ccccc1)C2,-3,1,.,0.3,?,4,.
Cc1ccc(Cl)c(NC(=O)CSc2n[nH]c(=O)n2C2CC2)c1Cl,-3,1,9,-0.4,?,-4,1
CCCNC(=O)C1(C)CCN(C(=O)c2oc3ccccc3c2C)C1 (stereo not drawn),.,0,0,-1.6,?,-4,-2
CC(C)NC(=O)CCc1nc2cccnc2n1-c1ccccc1,1,-3,.,-5.4,-2,-2,-2
O=C(NCc1ccccc1)c1ccc(F)c(F)c1,1,-1,.,-5.0,11,6,-1
COC(=O)c1ccc2nc(-c3ccccc3)c(Cc3ccccc3C(F)(F)F)n2c1,3,2,.,-2.4,-4,-1,3
COc1ccccc1CNC(=O)C[C@@H]1CC[C@H]2[C@@H](COc3ccc(NC(=O)Nc4ccc(F)c(F)c4)cc3C(=O)N2C)O1,10,-2,-4[16.7 µM],1.7,-12,-4,-1
Cc1cc(NC(=S)NC(=O)CC(C)C)ccc1Br,-3,2,8,0.1,8,-5,-1
CCN(CC)C(=O)/C(=C\c1ccncc1)NC(=O)c1ccccc1,-2,0,.,-0.3,4,3,2
CN(C)C(=O)c1ccc(-c2ccccc2[C@@H]2[C@@H](CO)N(C(=O)C3CCCC3)[C@H]2C#N)cc1,0,3,.,-1.2,15,-6,5
# Going on with the list.
SMILES,SIRT5 block,CASP6 VEID inh,miR-122 sensor,F508del corr,DENV2 CPE,ERp5 inh,ERAP1 HTS inh
N#CC1CCN(c2ncccc2[N+](=O)[O-])CC1,3,-1,-2,0.4,6,1,2
COc1ccc(CN2C[C@H](C)[C@@H](OC)CN(C)C(=O)c3cc(NC(=O)C4CC4)ccc3OC[C@@H]2C)cc1,2,.,.,-0.9,-5,-2,.
NC(=O)CC(NC(=O)Cc1cccc2ccccc12)c1ccc(N2CCN(c3ccccn3)CC2)c([N+](=O)[O-])c1 (stereo not drawn),10,0,-4,2.0,?,2,2
CC1CCCCN1S(=O)(=O)c1ccc(C(=O)Nc2nnc(C3CC3)o2)cc1 (stereo not drawn),1,-2,2,0.7,-15,-1,0
COCCN(CCOC)S(=O)(=O)c1ccc(C(=O)Nc2sc3c(c2C(N)=O)CCCCC3)cc1,-5,8,.,.,14,1,1
COc1ccccc1C(=O)NC(=O)COC(=O)c1cnccn1,.,3,0,1.0,13,-7,-7
C[C@@H]1CN([C@H](C)CO)C(=O)Cc2cc(NS(=O)(=O)c3cccs3)ccc2O[C@@H]1CN(C)S(=O)(=O)c1ccccc1,-2,1,32[16.7 µM],-0.2,11,14,-2
C[C@H](NC(=O)[C@@H]1CCC(=O)N1Cc1ccco1)c1ccccc1,-4,-1,.,-1.1,9,-1,-1
CCCNC(=O)c1cc2c(c(-c3cccc(-c4cccc(OC)c4)c3)n1)[C@@H](CCO)N([S@](=O)C(C)(C)C)C2,11,-3,.,-3.2,10,-4,0
C[C@@H]1CN([C@@H](C)CO)C(=O)c2cc(NS(C)(=O)=O)ccc2O[C@H]1CN(C)Cc1ccc(C(F)(F)F)cc1,4,4,15[16.7 µM],1.7,6,-1,-1
CCCNC(=O)N(C)C[C@@H]1Oc2cc(C#CCOC)ccc2S(=O)(=O)N([C@@H](C)CO)C[C@@H]1C,-3,0,-6[16.7 µM],0.3,-4,3,3
CC(=O)c1ccc(NC(=O)CSC(C)C)cc1,2,-3,-2,2.2,-7,-1,1
CN1[C@@H]2c3ccc(C4=CCCC4)c(=O)n3C[C@H]1[C@H](CO)[C@H]2C(=O)NCc1cc(F)cc(F)c1,9,-1,-5[16.7 µM],1.2,8,4,2
CCOC(=O)N1CCC(N2C(=O)c3ccccc3C2Nc2cccnc2)CC1 (stereo not drawn),-1,2,-9,-1.9,2,4,-2
CCOc1ccc(OCC)c(Nc2cc(C)nc3nc(C)nn23)c1,.,3,58,-3.4,10,0,.
Cc1nn(Cc2ccccc2)c(Cl)c1/C=C/C(=O)OC(C)C(=O)N1CCCC1 (stereo not drawn),-4,1,.,-0.2,.,2,-1
CCCCc1c(C)nc2ccc(C)cc2c1SCCC(=O)O,1,-1,7,-2.2,-5,5,-1
COc1ccccc1CCCNC(=O)C1CCC(=O)N(CCN2CCOCC2)C1 (stereo not drawn),-1,-4,-8,-1.0,4,1,1
COc1ccc(-c2cn(CC[C@@H]3CC[C@@H](N)[C@H](CO)O3)nn2)cc1,2,0,.,0.8,-2,0,1
CC(C)(O)C1Cc2cc(/C=C/C(=O)O)c(O)cc2O1 (stereo not drawn),-2,.,3,-1.1,.,12,7
Cc1ccc(N2CC(C(=O)N3CCC4(CC3)CC(=O)c3ccccc3O4)CC2=O)cc1C (stereo not drawn),-2,3,.,-0.1,-7,12,2
Cn1c(Cc2cccs2)nnc1SCC(=O)Nc1ccccc1,-3,13,0,-2.5,2,-6,-3
Cc1nnc(NC(=O)CSC2CCCCC2)s1,-6,1,.,5.2,-7,3,-1
Cc1noc(C)c1NC(=O)Nc1ccc2c(c1)C(=O)N([C@H](C)CO)C[C@H](C)[C@H](CN(C)Cc1ccncc1)OCCCC[C@@H](C)O2,-2&12,4&-1,3[16.7 µM],-0.1&-0.7,-3&-1,-1&0,1
O=C(COC(=O)C1CCN(c2ccc(C(F)(F)F)cn2)CC1)Nc1ncc(Cl)cc1Cl,-2,3,-11,-2.0,11,2,3

# Exported with values ahead of the structure: entries from further up.
SIRT5 block	CASP6 VEID inh	miR-122 sensor	F508del corr	DENV2 CPE	ERp5 inh	ERAP1 HTS inh	structure
9	-1	-5[16.7 µM]	1.2	8	4	2	CN1[C@@H]2c3ccc(C4=CCCC4)c(=O)n3C[C@H]1[C@H](CO)[C@H]2C(=O)NCc1cc(F)cc(F)c1
-1	2	-9	-1.9	2	4	-2	CCOC(=O)N1CCC(N2C(=O)c3ccccc3C2Nc2cccnc2)CC1 (stereo not drawn)
.	3	58	-3.4	10	0	.	CCOc1ccc(OCC)c(Nc2cc(C)nc3nc(C)nn23)c1
-4	1	.	-0.2	.	2	-1	Cc1nn(Cc2ccccc2)c(Cl)c1/C=C/C(=O)OC(C)C(=O)N1CCCC1 (stereo not drawn)
1	-1	7	-2.2	-5	5	-1	CCCCc1c(C)nc2ccc(C)cc2c1SCCC(=O)O
-1	-4	-8	-1.0	4	1	1	COc1ccccc1CCCNC(=O)C1CCC(=O)N(CCN2CCOCC2)C1 (stereo not drawn)
2	0	.	0.8	-2	0	1	COc1ccc(-c2cn(CC[C@@H]3CC[C@@H](N)[C@H](CO)O3)nn2)cc1
-2	.	3	-1.1	.	12	7	CC(C)(O)C1Cc2cc(/C=C/C(=O)O)c(O)cc2O1 (stereo not drawn)
-2	3	.	-0.1	-7	12	2	Cc1ccc(N2CC(C(=O)N3CCC4(CC3)CC(=O)c3ccccc3O4)CC2=O)cc1C (stereo not drawn)
-3	13	0	-2.5	2	-6	-3	Cn1c(Cc2cccs2)nnc1SCC(=O)Nc1ccccc1
-6	1	.	5.2	-7	3	-1	Cc1nnc(NC(=O)CSC2CCCCC2)s1
-2&12	4&-1	3[16.7 µM]	-0.1&-0.7	-3&-1	-1&0	1	Cc1noc(C)c1NC(=O)Nc1ccc2c(c1)C(=O)N([C@H](C)CO)C[C@H](C)[C@H](CN(C)Cc1ccncc1)OCCCC[C@@H](C)O2
-2	3	-11	-2.0	11	2	3	O=C(COC(=O)C1CCN(c2ccc(C(F)(F)F)cn2)CC1)Nc1ncc(Cl)cc1Cl

# The list continues.
SMILES,SIRT5 block,CASP6 VEID inh,miR-122 sensor,F508del corr,DENV2 CPE,ERp5 inh,ERAP1 HTS inh
CC(Cc1ccccc1)=NNS(=O)(=O)c1ccc([N+](=O)[O-])cc1,-1,-3,1,-0.9,6,-9,1
OC[C@@H]1[C@H](c2ccc(-c3cccnc3)cc2)[C@@H]2CN(CC3CC3)CCCCN12,1,2,7[16.7 µM],0.7,8,-1,.
COCCCN(C(=O)CCOc1ccc(C)cc1)c1c(N)n(Cc2ccccc2)c(=O)[nH]c1=O,-2,-1,.,2.3,?,-1,-7
CO[C@@H]1CN(C)C(=O)c2ccc(NC(=O)C3CC3)cc2OC[C@H](C)N(C(=O)Cc2ccccn2)C[C@H]1C,0,2,.,-3.5,-3,-2,-3
O=C(NCC1CC1)[C@H]1[C@H](CO)[C@H]2Cn3c(ccc(C4=CCCC4)c3=O)[C@@H]1N2C(=O)C1CC1,-8,-1,-5[16.7 µM],0.8,-7,2,0
CCCOc1ccc(C2Nc3cccc4cccc(c34)N2)cc1,1,-4,5,3.1,6,3,3
COC[C@H]1CCCN1[C@H]1CS(=O)(=O)N[C@@H]1COCc1ccccc1,-3,-1,-4,-5.7,-8,-6,.
O=C1NC(Cc2ccc(O)cc2)c2nc3ccc(Br)cc3c(=O)n2-c2ncccc21 (stereo not drawn),-8,40*,-6,2.5,-10,-2,1
CC1(C)CC(=O)C=C(NC2CCCCCC2)C1,.,2,-3,.,.,6,-3
COc1ccc(S(=O)(=O)NC(C)C(=O)NCc2ccncc2)cc1C (stereo not drawn),-4,0,-8,-4.8,3,3,0
CCOc1ccc(CCNC(=O)c2ccc(=O)[nH]c2)cc1OCC,-11,0,1,0.9,4,-18,5
COc1ccc(-c2ccnc3c(C#N)cnn23)cc1,-60,1,-4,-6.2,0,-1,-8
Cc1nc(CNC(=O)C2CCC(=O)N(Cc3cccc(F)c3)C2)sc1C (stereo not drawn),-8,3,.,0.7,2,3,3

# Compound activity as filed in PubChem BioAssay.
